# POLK inh – inhibitors of human DNA polymerase kappa; Q9UBT6; purified Pol kappa, fluorescent DNA synthesis assay, 10 min; Potency, µM (highest dose often 107 µM), for inactives: at the top dose activity, negative = inhibition, hits mostly inhibitors; 400,000 tested, 0.53% active; AID 588579; further: on the % scale 0 is the no-effect control and ±100 the full control effect
#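 Pol kappa 10 nM + cpd, 15 min RT; start w/ substrate 50 nM final; fluorescence kinetic read, 0 and 10 min. Neg ctrl: buffer, no enzyme.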
# BLM helicase inh – inhibitors of human Bloom syndrome helicase BLM; P54132; recombinant BLM DNA unwinding, fluorescence dequenching; Potency, µM (top dose mostly 56.1 µM), for the others: at the highest dose activity change, negative = inhibition, hits mostly inhibitors; 350,000 tested, 0.2% active;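 further: plate controls were vehicle for no effect and no enzyme for full effect; nearly all actives have a fitted effect of over 35% in size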
# Anesthetic bind – binds horse apoferritin like a general anesthetic; apoferritin/1-aminoanthracene competitive binding, fluorescence; Potency, µM (series often up to 77.5 µM), without a hit: top-dose activity change, negative = displacement, usual class: inhibitors; 350,000 tested, 0.074% active; further: on the % scale 0 is the no-effect control and ±100 the full control effect; nearly all actives have a fitted effect of over 20% in size
#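 Horse-spleen apoferritin (10 uM) was mixed with 50% saturated 1-aminoanthracene in PBS, exposed to compounds for 10 min at room temperature, and read for fluorescence (ex 380 nm, em 535 nm). Competitive displacement was fitted with a four-parameter Hill equation.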
# Pol eta inh – inhibitors of human DNA polymerase eta; Q9Y253; recombinant Pol eta, fluorescent DNA replication assay; Potency, µM (highest dose often 114 µM), for the others: at the highest dose activity change, negative = inhibition, actives largely listed as inhibitors; 390,000 tested, 1.2% active; further: on the % scale 0 is the no-effect control and ±100 the full control effect
#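 Pol eta at 10 nM preincubated with compounds 15 min at room temperature; reaction started with fluorescent substrate (50 nM final) and read kinetically at 0 and 10 min.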
# BAZ2B inh – blocks human BAZ2B | AlphaScreen BAZ2B-H3K14Ac peptide displacement | Potency, µM (doses to about 114 µM), for the others: at the highest dose activity change, negative = inhibition, actives largely listed as inhibitors | AID 504333 | 360,000 tested, 4.4% active; further: on the % scale 0 is the no-effect control and ±100 the full control effect; nearly all actives have a fitted effect of over 60% in size
# Target sequence (Q9UIF8 whole entry, looked up): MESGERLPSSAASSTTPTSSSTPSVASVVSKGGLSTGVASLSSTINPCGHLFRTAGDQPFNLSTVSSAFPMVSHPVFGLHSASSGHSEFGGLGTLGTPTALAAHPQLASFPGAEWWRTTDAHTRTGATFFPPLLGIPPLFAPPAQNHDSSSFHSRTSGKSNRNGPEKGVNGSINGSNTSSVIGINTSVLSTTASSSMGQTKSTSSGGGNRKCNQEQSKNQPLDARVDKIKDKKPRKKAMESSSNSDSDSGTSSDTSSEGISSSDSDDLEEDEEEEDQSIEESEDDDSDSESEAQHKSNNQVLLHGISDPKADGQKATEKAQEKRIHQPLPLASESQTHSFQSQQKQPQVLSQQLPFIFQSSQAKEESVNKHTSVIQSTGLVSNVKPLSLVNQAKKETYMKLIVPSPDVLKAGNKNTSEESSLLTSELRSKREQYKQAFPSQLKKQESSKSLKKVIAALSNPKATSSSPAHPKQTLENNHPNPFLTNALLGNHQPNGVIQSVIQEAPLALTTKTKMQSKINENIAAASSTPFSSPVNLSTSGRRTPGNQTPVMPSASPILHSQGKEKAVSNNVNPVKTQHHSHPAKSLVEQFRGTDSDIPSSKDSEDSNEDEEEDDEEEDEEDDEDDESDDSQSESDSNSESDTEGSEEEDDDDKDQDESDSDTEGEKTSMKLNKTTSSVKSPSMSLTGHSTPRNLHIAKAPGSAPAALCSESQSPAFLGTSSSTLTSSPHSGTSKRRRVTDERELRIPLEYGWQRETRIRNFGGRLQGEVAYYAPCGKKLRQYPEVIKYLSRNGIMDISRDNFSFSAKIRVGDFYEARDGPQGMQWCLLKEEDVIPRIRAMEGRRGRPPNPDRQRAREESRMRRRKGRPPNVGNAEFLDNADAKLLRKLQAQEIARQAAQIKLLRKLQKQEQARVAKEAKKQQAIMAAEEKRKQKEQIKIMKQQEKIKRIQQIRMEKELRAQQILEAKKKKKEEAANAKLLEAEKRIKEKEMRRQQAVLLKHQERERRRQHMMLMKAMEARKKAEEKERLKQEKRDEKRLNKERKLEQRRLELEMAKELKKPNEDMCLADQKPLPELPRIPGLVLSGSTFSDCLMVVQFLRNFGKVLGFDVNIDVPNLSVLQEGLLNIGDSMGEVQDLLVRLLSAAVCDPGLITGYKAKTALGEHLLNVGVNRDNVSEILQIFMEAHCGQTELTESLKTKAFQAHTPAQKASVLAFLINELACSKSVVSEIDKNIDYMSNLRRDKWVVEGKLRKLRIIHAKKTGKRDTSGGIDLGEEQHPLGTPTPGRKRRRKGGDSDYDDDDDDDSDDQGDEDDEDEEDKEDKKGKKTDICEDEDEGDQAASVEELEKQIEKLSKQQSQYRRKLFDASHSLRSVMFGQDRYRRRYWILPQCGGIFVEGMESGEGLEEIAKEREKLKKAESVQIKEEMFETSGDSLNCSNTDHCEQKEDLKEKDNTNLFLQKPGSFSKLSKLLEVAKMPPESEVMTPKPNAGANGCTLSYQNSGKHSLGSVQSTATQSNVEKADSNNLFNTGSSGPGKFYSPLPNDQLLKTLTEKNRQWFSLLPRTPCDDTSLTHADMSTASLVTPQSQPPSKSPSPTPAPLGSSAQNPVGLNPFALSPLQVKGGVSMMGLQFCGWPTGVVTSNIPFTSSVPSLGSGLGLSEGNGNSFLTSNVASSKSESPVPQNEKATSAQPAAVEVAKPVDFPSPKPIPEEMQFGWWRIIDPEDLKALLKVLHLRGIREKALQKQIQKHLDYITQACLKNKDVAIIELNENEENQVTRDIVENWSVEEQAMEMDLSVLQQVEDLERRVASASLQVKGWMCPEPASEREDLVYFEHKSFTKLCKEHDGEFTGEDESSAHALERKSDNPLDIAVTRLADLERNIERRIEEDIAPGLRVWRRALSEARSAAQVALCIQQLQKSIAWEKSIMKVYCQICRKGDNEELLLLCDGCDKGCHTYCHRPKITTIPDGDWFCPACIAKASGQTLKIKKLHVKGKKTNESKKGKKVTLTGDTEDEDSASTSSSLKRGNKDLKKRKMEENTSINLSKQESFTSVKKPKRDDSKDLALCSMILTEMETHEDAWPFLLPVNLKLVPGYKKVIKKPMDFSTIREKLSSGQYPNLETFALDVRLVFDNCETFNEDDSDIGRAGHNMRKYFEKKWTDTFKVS
#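 AlphaScreen displacement: compounds (up to 110uM) incubated 30 min at room temperature with a preformed 50 nM BAZ2B/50 nM biotinylated H3K14Ac peptide complex in PBS pH 7.4 with Tween-20. Donor and acceptor beads at 10 ug/mL final added, 20 min light-protected before reading.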
# APE1 inh – inhibitors of human APE1 endonuclease. P27695. recombinant APE1, TAMRA/BHQ-2 abasic DNA cleavage fluorescence. Potency, µM (highest dose often 65.8 µM), for inactives: at the highest dose activity change, negative = inhibition, actives largely listed as inhibitors. 350,000 tested, 0.35% active. AID 2517;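 further: plate controls were vehicle for no effect and reference inhibitor for full effect; nearly all actives have a fitted effect of over 55% in size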
#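 Kinetic fluorescence read (525 ex/598 em nm, three reads 60 s apart) of AP-site incision; signal = third minus first read. Enzyme 0.75 nM, dual-labelled THF duplex 50 nM, compound preincubation 15 min RT.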
# G9a block – inhibitors of human histone lysine methyltransferase G9a. Q96KQ7. 350,000 tested, 8.8% active. Potency, µM (doses to about 102 µM), without a hit: top-dose activity, negative = inhibition, actives largely listed as inhibitors. G9a H3K9 monomethylation, AlphaScreen, 2 h; further: on the % scale 0 is the no-effect control and ±100 the full control effect; nearly all actives have a fitted effect of over 75% in size
#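 G9a (20 nM) was preincubated 15 min with compound, then reacted 2 h at room temperature with 500 nM biotin-H3K9 peptide and 20 µM SAM. Monomethyl-H3K9 detected by AlphaScreen using anti-H3K9me1 antibody.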
# Pol beta inh – inhibitors of human DNA polymerase beta | Potency, µM (highest dose often 114 µM), for inactives: top-dose activity change, negative = inhibition, hits mostly inhibitors | P06746 | 340,000 tested, 1.3% active | Pol beta primer extension/strand displacement, fluorescence kinetic; further: on the % scale 0 is the no-effect control and ±100 the full control effect
#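 Human Pol beta at 10 nM; strand-displacement substrate 50 nM final. Compound exposure 15 min at room temperature before start, reaction 10 min at room temperature.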
# POLI inh – inhibitors of human DNA polymerase iota; AID 588590; Q9UNA4; Potency, µM (highest dose often 115 µM), for the others: top-dose activity, negative = inhibition, actives largely listed as inhibitors; Pol iota fluorescent replication assay, 10 min; 390,000 tested, 1% active
#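 Pol iota at 10 nM preincubated 15 min with compounds at room temperature; reaction started with fluorescent substrate, 50 nM final. Fluorescence read kinetically at 0 and 10 min; buffer-only wells as negative control.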
# Active calls of the source: *; ? = inconclusive; . = not tested or not shown; & = joins results of further samples; [ ] = remark or other dose. The call rests on the fitted dose curve; in most records, active means well fitted curve in the direction sought with a large enough effect; inconclusive means small, poorly fitted or top-dose-only effect, or another doubt; inactive means no such curve, though single readings can be large; an effect the other way counts as inactive or inconclusive. Potency means the concentration at half of the fitted maximal effect.
# Sample of the layout:
# Each structure is followed by: POLK inh | BLM helicase inh | Anesthetic bind | Pol eta inh | BAZ2B inh | APE1 inh | G9a block | Pol beta inh | POLI inh
- O=C(Cc1cccc(F)c1F)NC1CCCN(Cc2ccc(Cl)cc2)C1 (centres undefined)
 : -18% | -1% | -11% | -6% | 6% | 21% | -11% | -2% | 23%
- CCOC(=O)c1cc(C(=O)c2cc(Cl)ccc2O)coc1=N
 : 1% | -6% | -2% | -17% | -13% | 20% | -6%[59 µM] | 0% | 84%[activator]
- CCOC(=O)C1=C(c2cccc(Oc3ccccc3)c2)NC(=S)NC1C (centres undefined)
 : -4% | -11% | -13% | -12% | -7% | -2% | -27%[59 µM] | -6% | 7%
- Cc1oc(-c2cccc(C(F)(F)F)c2)nc1CN1CCC[C@H]1CO
 : -1% | 2% | -20% | -9% | -3% | -2% | -6%[0.501 µM] | 8% | 21%
- COc1ccccc1C(CC(=O)c1ccccc1)CC(=O)c1ccccc1
 : -1% | -12% | -23% | -13% | 40%[activator] | ? | 88%[activator] | ? | 15%
- Cc1nc(CNC(=O)CC2C(=O)NCCN2Cc2ccoc2)nc2c1CCCC2 (centres undefined)
 : -14% | -1% | -10% | -22% | -4% | -4% | ? | 0% | ?
- COc1cccc(CC(=O)Nc2ccc3nc(N4CCC(C)CC4)cc(C)c3c2)c1
 : -31% | -7% | . | -9% | 15% | . | 2%[59 µM] | -26% | -26%
- CCN1CCN(C(=O)CN(C)S(=O)(=O)c2ccc3ccccc3c2)CC1
 : -1% | 0% | -3% | -12% | -12% | 4% | ? | -16% | -12%
- COC(=O)c1c(/N=C/NOCc2ccc(Cl)cc2)sc2c1CCN(c1ncc(C(F)(F)F)cc1Cl)C2
 : -8% | -1% | -21% | -21% | -21% | -3% | ? | -2% | 3%
- CCC(C)Sc1nc2c(c(=O)[nH]c(=O)n2C)n1C (centres undefined)
 : -6% | -1% | -17% | -9% | 2% | 16% | ? | 48% | 6%
- COc1ccc(OC)c(/C=C/C(=O)N(C)CC(=O)Nc2cc(C)ccc2C)c1
 : -9% | -1% | 185%[activator] | -12% | 4% | -3% | ? | 28% | 139%[activator]

# The whole of this part, repeating the preview:
# Each structure is followed by: POLK inh | BLM helicase inh | Anesthetic bind | Pol eta inh | BAZ2B inh | APE1 inh | G9a block | Pol beta inh | POLI inh
- O=C(Cc1cccc(F)c1F)NC1CCCN(Cc2ccc(Cl)cc2)C1 (centres undefined)
 : -18% | -1% | -11% | -6% | 6% | 21% | -11% | -2% | 23%
- CCOC(=O)c1cc(C(=O)c2cc(Cl)ccc2O)coc1=N
 : 1% | -6% | -2% | -17% | -13% | 20% | -6%[59 µM] | 0% | 84%[activator]
- CCOC(=O)C1=C(c2cccc(Oc3ccccc3)c2)NC(=S)NC1C (centres undefined)
 : -4% | -11% | -13% | -12% | -7% | -2% | -27%[59 µM] | -6% | 7%
- Cc1oc(-c2cccc(C(F)(F)F)c2)nc1CN1CCC[C@H]1CO
 : -1% | 2% | -20% | -9% | -3% | -2% | -6%[0.501 µM] | 8% | 21%
- COc1ccccc1C(CC(=O)c1ccccc1)CC(=O)c1ccccc1
 : -1% | -12% | -23% | -13% | 40%[activator] | ? | 88%[activator] | ? | 15%
- Cc1nc(CNC(=O)CC2C(=O)NCCN2Cc2ccoc2)nc2c1CCCC2 (centres undefined)
 : -14% | -1% | -10% | -22% | -4% | -4% | ? | 0% | ?
- COc1cccc(CC(=O)Nc2ccc3nc(N4CCC(C)CC4)cc(C)c3c2)c1
 : -31% | -7% | . | -9% | 15% | . | 2%[59 µM] | -26% | -26%
- CCN1CCN(C(=O)CN(C)S(=O)(=O)c2ccc3ccccc3c2)CC1
 : -1% | 0% | -3% | -12% | -12% | 4% | ? | -16% | -12%
- COC(=O)c1c(/N=C/NOCc2ccc(Cl)cc2)sc2c1CCN(c1ncc(C(F)(F)F)cc1Cl)C2
 : -8% | -1% | -21% | -21% | -21% | -3% | ? | -2% | 3%
- CCC(C)Sc1nc2c(c(=O)[nH]c(=O)n2C)n1C (centres undefined)
 : -6% | -1% | -17% | -9% | 2% | 16% | ? | 48% | 6%
- COc1ccc(OC)c(/C=C/C(=O)N(C)CC(=O)Nc2cc(C)ccc2C)c1
 : -9% | -1% | 185%[activator] | -12% | 4% | -3% | ? | 28% | 139%[activator]
- CS(=O)(=O)N1CCN(c2ccc([N+](=O)[O-])c(NCc3ccc(Cl)cc3)c2)CC1
 : ? | 16µM* | -10% | ? | ? | 2% | 25%[59 µM] | ? | 8.9µM*
- CCCc1cc(C(=O)N2CCCC(N3CCN(c4ccccc4C)CC3)C2)n(C)n1 (centres undefined)
 : 5% | 1% | -6% | -21% | -16% | 0% | 19% | -17% | 38%[activator]
- O=C(O)CCC(=O)c1c[nH]c2ccccc12
 : 2% | 1% | 1% | 1% | -4% | ? | 20%[59 µM] | -22% | 0%
- CC(=O)Nc1ccc(CNC(=O)C[N+]2(C)CCOCC2)cc1
 : 0% | 0% | -4% | -18% | 2% | 13% | 27%[0.501 µM] | 30% | 42%[activator]
- COc1ccccc1NC(=O)C1=C(C)NC2=C(C(=O)CCC2)C1c1ccc2c(c1)OCO2 (centres undefined)
 : -6% | -6% | 5% | 5% | 2% | -8% | -6%[59 µM] | 1% | 11%
- O=c1ccc(-c2ccc(S(=O)(=O)NCC3CCN(Cc4ccccc4F)CC3)s2)n[nH]1
 : -6% | 7% | -16% | -23% | -31% | 57%[activator] | 16% | -27% | 24%
- COc1ccc(-c2onc(C)c2C)cc1S(=O)(=O)Nc1cccc(C#N)c1
 : 4% | 1% | -13% | -2% | 0% | . | -3%[59 µM] | 6% | -14%
- CCOC(=O)c1cc2occc2n1CC(=O)N1CCCc2ccccc21
 : -7% | 1% | ? | -10% | 79µM* | -5% | ? | 0% | 12%
- CCN(CC)CCNC(=O)c1sc2nc(-c3ccccc3)cn2c1C
 : 4% | 3% | -21% | -20% | 0% | -3% | -17% | 17% | 14%
- CCOC(=O)CCc1cccc2c1CCC2=O
 : 4% | 1% | -13% | -1% | 7% | 10% | . | 37% | 23%
- N#Cc1ccccc1S(=O)(=O)N1CCC(C(=O)NCc2ccccc2CN2CCCC2)CC1
 : -19% | . | . | -4% | 13% | 9% | -6%[59 µM] | . | -10%
- COc1cc(/C=N/NC(=O)C2c3ccccc3Oc3ccccc32)ccc1O
 : 2% | -4% | -12% | ? | -2% | 2% | . | -18% | 9%
- COCCNc1nc2c(S(=O)(=O)c3cc(C)ccc3C)nnn2c2ccccc12
 : -5%[60.1 µM] | -27% | 2% | -3% | 0% | -2% | 12% | 35% | 18%
- Cc1ccc(C)c(NC(=O)Cn2cnc3c(oc4ccccc43)c2=O)c1
 : -3%&2% | -1%&-6% | 0%&97% | ? | 1%&-19% | 2% | 2% | 35%&2% | 29%&33%
- COc1ccc(N=C2NC(=O)CS2)c([N+](=O)[O-])c1
 : 7% | 2% | -11% | -8% | -28% | 1% | -34% | -16% | -22%
- COc1ccc2c(c1)N(C)/C(=C1/SC(=S)N(NC(C)=O)C1=O)S2
 : -9% | 2% | -9% | -4% | -8% | 48%[activator] | 71µM* | -2% | 7%
- Cc1cccc(N2CCN(C(=O)CSCc3c(C)noc3C)CC2)c1C
 : -13% | -3% | -10% | -16% | -5% | -9% | . | 26% | 14%
- Cc1ccc(NS(=O)(=O)c2ccc3c(c2)CCN3C(=O)CCC(=O)O)cc1Cl
 : -23% | 1% | -12% | 6% | 0% | 47%[activator] | ? | 12% | 0%
- COc1cccc(-n2cnnc2SC(C)C(=O)NC2CCCC2)c1 (centres undefined)
 : -6% | . | . | -12% | 2% | 12% | ? | . | -4%
- CCc1ccc(-n2c3nc(=O)[nH]c(=O)c-3cc3c(C)nn(-c4ccccc4)c32)cc1
 : -11% | 3% | 5% | -8% | . | . | -4%[59 µM] | 34%[activator] | 2%
- COc1ccc(C)c2sc(=NC(=O)C(C)C)n(C)c12
 : -20% | 2% | -2% | -18% | 4% | 1% | -7% | -10% | 9%
- CC(=O)Nc1ccc(NC(=O)C(C)n2nc(C)c([N+](=O)[O-])c2C)cc1 (centres undefined)
 : 5% | -5% | -2% | -8% | -20% | 9% | -29% | 2% | 5%
- COc1ccc(-c2nc(CS(=O)CC(=O)NCc3cccnc3)c(C)o2)cc1OC (centres undefined)
 : 0% | 0% | 0% | -8% | -2% | 0% | ? | 1% | 8%
- COC(=O)c1cc2oc(C)cc2n1Cc1ccc(Cl)cc1
 : -4%[60.1 µM] | -4% | 6% | -8% | ? | . | -30%[59 µM] | 1% | 9%
- Cc1ccc(C(=O)Nc2cccc(C(=O)NC3CCCC3)c2)cc1
 : -7% | -2% | -18% | -9% | -1% | 28% | 70%[activator] | 19% | 27%
- CCOc1ccc(N2C(=O)c3[nH]nc(-c4ccc(OC)cc4)c3C2c2cccs2)cc1 (centres undefined)
 : -5% | -14% | 1% | . | -33% | . | 12%[59 µM] | -4% | ?
- CCN(c1ccc(OCC(=O)OCC(=O)Nc2ccc(F)c(F)c2F)cc1)S(=O)(=O)c1ccccc1
 : -4% | -8% | -1% | -12% | 8% | -6% | 2%[59 µM] | 13% | 54%[activator]
- Cn1c(=O)cc(OCC(=O)NCCCN2CCN(Cc3ccccc3)CC2)c2ccccc21
 : 4% | 1% | 3% | -17% | 5% | -4% | ? | -16% | 13%

# 2 successive compounds already listed, quoted:
# Each structure is followed by: POLK inh | BLM helicase inh | Anesthetic bind | Pol eta inh | BAZ2B inh | APE1 inh | G9a block | Pol beta inh | POLI inh
- CCN(c1ccc(OCC(=O)OCC(=O)Nc2ccc(F)c(F)c2F)cc1)S(=O)(=O)c1ccccc1
 : -4% | -8% | -1% | -12% | 8% | -6% | 2%[59 µM] | 13% | 54%[activator]
- Cn1c(=O)cc(OCC(=O)NCCCN2CCN(Cc3ccccc3)CC2)c2ccccc21
 : 4% | 1% | 3% | -17% | 5% | -4% | ? | -16% | 13%

# Only part of the results is shown; count on the stated rates, not on these rows.
